Bioassay records deposited in PubChem BioAssay by National Center for Advancing Translational Sciences (NCATS).
KCNH2 3.1 block: qHTS for Inhibitors of KCHN2 3.1: Mutant qHTS | U2OS KCNH2 3.1, thallium flux FluxOr; stronger effect = lower value | 340,000 compounds, 0.95% hits | AID 720553, 2013 | Potassium voltage-gated channel subfamily H member 2, brain isoform KCNH2 3.1 (human) | activity change, % (tested at about 1.8 µM);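 active = maximum activity change below -70%; inconclusive = maximum activity change from -70% to -50%; inactive = maximum activity change above -50%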;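 note: thallium influx rate constant from kinetic fluorescence after stimulation buffer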
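U2OS cells transduced with KCNH2 3.1 mutant virus (1.77 x 10^8 /mL, 4 h), plated overnight at 37 C, loaded 45 min with FluxOr dye plus Red40 quencher. Thallium flux rate constant from kinetic reads after stimulation buffer, normalised to controls.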
PKM2 activator: qHTS Assay for Activators of Human Muscle isoform 2 Pyruvate Kinase | Pyruvate kinase PKM (Homo sapiens), P14618 | purified PKM2, Kinase-Glo ATP luminescence, activation; response scale: 0% is enzyme alone, no compound | Potency, µM (series often up to 57.5 µM), for the others: at the top dose activation, usual class: activators | 260,000 compounds, 0.34% hits; note: potency is the fitted concentration of half-maximal effect; nearly all actives have a fitted effect of over 55% in size
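ATP formation by purified human PK-M2, quantified via coupled luciferase luminescence after 1 h at room temperature with 0.1 mM ADP and 0.5 mM PEP final.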
B2AR arrestin: qHTS assay of beta-arrestin-biased ligands of beta2-adrenergic receptor. beta-arrestin recruitment to beta2AR, cell-based reporter. Potency, µM (series often up to 46.1 µM), for inactives: at the highest dose activation, most hits filed as activators. 330,000 compounds, 0.02% hits;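 note: potency is the fitted concentration of half-maximal effect; 0% = DMSO controls and full agonism = EC100 isoproterenol or metaproterenol; nearly all actives have a fitted effect of over 65% in size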
Target sequence (P07550 whole entry, looked up): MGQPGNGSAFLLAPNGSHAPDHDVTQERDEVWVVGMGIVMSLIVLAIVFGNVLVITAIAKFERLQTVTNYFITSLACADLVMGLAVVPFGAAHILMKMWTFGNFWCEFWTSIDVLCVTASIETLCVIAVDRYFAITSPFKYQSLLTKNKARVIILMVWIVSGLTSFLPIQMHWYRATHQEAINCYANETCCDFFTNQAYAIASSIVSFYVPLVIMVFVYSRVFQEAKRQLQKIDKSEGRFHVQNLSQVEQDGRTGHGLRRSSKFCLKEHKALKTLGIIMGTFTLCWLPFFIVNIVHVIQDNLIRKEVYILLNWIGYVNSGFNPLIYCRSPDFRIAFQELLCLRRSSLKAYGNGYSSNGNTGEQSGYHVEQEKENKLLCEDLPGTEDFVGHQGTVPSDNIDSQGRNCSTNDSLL
USP2a block: qHTS Assay for Inhibitors of Ubiquitin-specific Protease USP2a Using CHOP2 as the Reporter; AID 463254, 2010; Ubiquitin carboxyl-terminal hydrolase 2 (Homo sapiens), O75604; Potency, µM (series often up to 38.3 µM), without a hit: at the top dose activity change, negative = inhibition, usual class: inhibitors; USP2 core, Ub-CHOP2 coupled fluorogenic reporter, 485/531; 330,000 compounds, 0.01% hits;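 note: potency is the fitted concentration of half-maximal effect; plate controls were DMSO wells for no effect and full inhibition by NEM control for full effect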
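USP2 core (10nM final) preincubated 30min RT with compound in 20mM Tris-HCl pH 8.0, 2mM CaCl2, 2mM beta-mercaptoethanol, 0.05% CHAPS; 25nM Ub-CHOP2 plus 25nM reporter substrate added, fluorescence (Ex485/Em531) read after 60min.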
FBPA coupling cs: qHTS Assay for Inhibitors of Fructose-1,6-bisphosphate Aldolase from Giardia Lamblia: Coupling assay counterscreen. coupling enzyme system counterscreen, AmpLite Red fluorescence. activity change, negative = inhibition, % at 58.2 µM, hits read low. 290,000 compounds, 0.67% hits; in the data active = activity change below about -30%
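Counterscreen of the coupled detection system alone, without aldolase: glyceraldehyde-3-phosphate coupling enzymes plus AmpLite Red readout. Compounds at 57.5 uM final, 10 min RT preincubation, 20 min RT reaction, fluorescence 525/598 nm.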
hERG WT inh: qHTS for Inhibitors of KCHN2 3.1: Wildtype qHTS | Voltage-gated inwardly rectifying potassium channel KCNH2 (Homo sapiens), Q12809 | U2OS, BacMam KCNH2, thallium flux FluxOr; stronger effect = lower value | activity change, % at 1.84 µM | 340,000 compounds, 0.37% hits | AID 720551, 2013;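 active = maximum activity change below -70%; inconclusive = maximum activity change between -70% and -50%; inactive = maximum activity change above -50%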
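U2OS cells transduced with wild-type KCNH2 virus are loaded with FluxOr dye for 45 min, and thallium flux is measured in kinetic reads before and after stimulation buffer. Rate constants are normalized to DMSO controls.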
Giardia kill: Small Molecules that selectively kill Giardia lamblia: qHTS; activity change, % at 7.66 µM, hits read low; Giardia lamblia trophozoite viability; 340,000 compounds, 0.15% hits; in the data active = activity change below about -80%; inconclusive = between about -30% and that limit;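 note: parasites exposed to compound for two days anaerobically before the ATP read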
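Compounds were tested on trophozoites seeded at 100 cells/well and held 48 hrs at 37 deg C anaerobically. An ATP-based luminescent kit measured the remaining live cells.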
Eya2 phos inh: qHTS Assay for Inhibitors of the Phosphatase Activity of Eya2; Protein phosphatase EYA2 (Homo sapiens), O00167; recombinant Eya2, OMFP fluorescence dephosphorylation (OMFP is methylfluorescein phosphate); Potency, µM (highest dose often 76.9 µM), for the others: top-dose activity, negative = inhibition, most hits filed as inhibitors; 330,000 compounds, 0.006% hits; AID 488837, 2010; note: potency is the fitted concentration of half-maximal effect
Target sequence (O00167 whole entry, looked up): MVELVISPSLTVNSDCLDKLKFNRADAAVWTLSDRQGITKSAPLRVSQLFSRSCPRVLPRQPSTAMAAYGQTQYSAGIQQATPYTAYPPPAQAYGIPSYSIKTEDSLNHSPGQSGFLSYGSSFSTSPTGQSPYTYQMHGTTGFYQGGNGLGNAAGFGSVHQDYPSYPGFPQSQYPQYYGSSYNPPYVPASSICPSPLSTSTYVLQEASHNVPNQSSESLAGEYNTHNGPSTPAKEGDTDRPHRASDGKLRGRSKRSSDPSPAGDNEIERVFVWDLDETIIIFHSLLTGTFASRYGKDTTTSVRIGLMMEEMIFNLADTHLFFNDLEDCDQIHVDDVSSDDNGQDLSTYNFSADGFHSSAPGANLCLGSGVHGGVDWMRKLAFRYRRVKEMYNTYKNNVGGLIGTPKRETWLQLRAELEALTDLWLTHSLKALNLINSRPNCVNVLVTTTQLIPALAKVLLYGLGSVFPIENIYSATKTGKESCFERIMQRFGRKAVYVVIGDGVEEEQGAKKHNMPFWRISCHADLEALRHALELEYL
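Eya2 protein (added as 0.2 uM solution) was preincubated with compound for 10 min at ambient temperature in 50 mM HEPES pH 7.5, 50 mM NaCl, 5 uM MgCl2, 0.05% BSA, 1 mM DTT. OMFP (added at 50 uM) then reacted 10 min; fluorescence read at 485/525 nm.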
uPA surface inh: qHTS for Inhibitors of Cell Surface uPA Generation; AID 540303, 2011; Potency, µM (top dose mostly 38.3 µM), inactives show at the highest dose activity change, negative = inhibition, most hits filed as inhibitors; 330,000 compounds, 0.31% hits; cell surface uPA generation assay, qHTS; active = well fitted inhibition curve with a large enough effect; inconclusive = small, poorly fitted or top-dose-only effect; inactive = no such curve, though single readings can be large or run the other way; tested in mouse RAW 264.7 cells; note: potency is the fitted concentration of half-maximal effect; nearly all actives have a fitted effect of over 55% in size
Chronic BCR inh: qHTS Assay to Find Inhibitors of Chronic Active B-Cell Receptor Signaling | ABC-DLBCL IkBa-CBG/CBR reporter, luminescence ratio, 4 h | Potency, µM (top dose mostly 46.1 µM), inactives show at the highest dose ratio change, negative = lower green/red ratio, usual class: inhibitors | 340,000 compounds, 0.05% hits | AID 493014, 2011; active = well fitted inhibition curve with a large enough effect in the signal ratio, with a control signal flat, not every such curve was filed as active; inconclusive = small, poorly fitted or top-dose-only effect, or effect the other way, or a change in a side signal; the % refers to the signal ratio;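 note: potency is the fitted concentration of half-maximal effect; plate controls were basal doxycycline-induced cells for no effect and cells given 10 µM MG132 for full effect; MG132 reads +100%, hits lower the ratio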
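Cell line TMD8 (human ABC DLBCL), stably expressing tet-inducible CBG68-IkBa fusion and CBR; IMDM/0.5% FBS; cpd up to 46 uM; dox induction, 4 h, 37C/5% CO2; dual luminescence; green/red ratio; MG132 control.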
GALK inhibitor: qHTS Assay for Inhibitors of Human Galactokinase (GALK); P51570; Purified GALK, Kinase-Glo residual ATP luminescence; Potency, µM (top dose mostly 57.5 µM), inactives show top-dose activity change, negative = inhibition, usual class: inhibitors; 270,000 compounds, 0.007% hits; AID 1868, 2009; note: potency is the fitted concentration of half-maximal effect
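GALK at 5 nM final was combined with compound, 35 uM ATP and 100 uM galactose in HEPES pH8.0 with MgCl2 and DTT. The reaction ran one hour at room temperature before luminescent ATP detection.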
The depositor's hits bear a star; ? = inconclusive; nt = not tested or not shown; & = joins results of further samples; [ ] = dose if it differs, or a comment. Unless noted, calls come from the whole dose curve; as a rule, active = well fitted curve in the direction sought with a large enough effect; inconclusive = small, poorly fitted or top-dose-only effect, or another doubt; inactive = no such curve, though single readings can be large; an effect the other way counts as inactive or inconclusive. Unless noted, % is set by controls: 0 for no effect and ±100 for the full control effect.

SMILES	KCNH2 3.1 block	PKM2 activator	B2AR arrestin	USP2a block	FBPA coupling cs	hERG WT inh	Giardia kill	Eya2 phos inh	uPA surface inh	Chronic BCR inh	GALK inhibitor
CN(C)Cc1nc2ccccc2c(=O)n1Cc1nc(-c2cccc([N+](=O)[O-])c2)cs1	-42	?	-0.2%	0%	0	5	4	9%	10%	1%	-1%
Cc1ccc(Nc2nc(/N=C/N(C)C)n[nH]2)cc1C	19	0%	-0.1%	2%	0	1	-6	2%	0%	?	1%
O=C(Cc1cccs1)NCCS(=O)(=O)N1CCN(c2cccc(Cl)c2)CC1	4	nt	5.7%	1%	nt	5	32[activator]	5%	-1%	1%	nt
CCc1ccc(C2C(C#N)=C(N)C(C#N)(C#N)C3=CCC(C(C)(C)C)CC32)cc1 (stereo not given)	5	11%	-0.5%	0%	-2	1	-1	2%	-8%	?	-3%
C=CCc1ccc(OCCn2nnc3ccccc32)c(OC)c1	-28	5%	2.2%	0%	0	-5	-20	2%	-15%	-13%	0%
CC(=O)Nc1ccc(NS(=O)(=O)c2ccc3c(c2)oc(=O)n3C)cc1	4	5%	-0.5%	1%	-1	3	-20	-4%	12%	0%	5%
C=CCSC1=C(C#N)C(c2ccccc2)CC(=O)N1 (stereo not given)	8	5%	-1.3%	-1%	-4	-10	-4	19%	-1%	-3%	1%
O=C(CCc1ccc(S(=O)(=O)N2CCOCC2)cc1)Nc1ccc2ccccc2c1	-25	3%	0.3%	3%	-9	3	15	-2%	0%	?	0%
COn1c(-c2ccc(Cl)cc2)nc2ncccc21	-2	nt	0.3%	3%	-1	-1	-13	14%	0%	6%	nt
Cc1c(/C(O)=C2\C(=O)C(=O)N(CCCN(C)C)C2c2ccccc2)cnn1-c1ccccc1 (stereo not given)	-14	-1%	-0.6%	-4%	-1	1	17	7%	3%	18%	-3%
CS(=O)(=O)N(CC(=O)Nc1ccccc1Cl)c1ccc(Cl)cc1	-3	-3%	5.1%	-2%	3	-2	-9	-3%	0%	-6%	5%
Cc1snc(SCc2c(F)cccc2Cl)c1C#N	-4	nt	-0.2%	5%	8	11	-16	4%	-1%	-1%	-2%
CN(C)S(=O)(=O)c1ccc(S(=O)(=O)N2CCCC2)cc1	-1	-2%	-0.4%	0%	2	7	-4	4%	0%	-8%	0%
CC(C(=O)Nc1nccs1)c1ccc([N+](=O)[O-])cc1 (stereo not given)	-4	12%	-0.2%	0%	-2	6	9	3%	7%	?	1%
Cc1c(C(=O)O)cnc2cc(-c3ccc(Cl)cc3)nn12	7	-7%	-0.2%	2%	-2	1	-20	9%	?	?	-6%
COC(=O)c1cc(S(=O)(=O)N2CCN(c3ccc(OC)cc3)CC2)cn1C	9	nt	0.2%	5%	1	0	-22	-2%	-5%	6%	-12%
COc1ccc(CN2C(=O)c3cccnc3C2Nc2ccc(C)cc2)cc1 (stereo not given)	1	1%	-1.3%	2%	0	-7	-6	2%	4%	0%	0%
CC(C)C(=O)Nc1ccc(Br)cc1Cl	nt	3%	-0.2%	3%	-3	4	-11	9%	-6%	-4%	0%
CCN1C(=NCCOC)N[C@@H](c2cccc(F)c2)C(C(=O)OC)=C1C	-6	-11%&0%	-0.6%&0.0%	0%&1%	-2&0	-1	6	-5%&2%	-12%	-1%&-14%	nt
Cc1ccc(C(=O)NNC(=O)c2ccc(SCC3CCCO3)c([N+](=O)[O-])c2)cc1 (stereo not given)	-7	-3%	0.1%	-9%	3	-6	-1	-3%	nt	-2%	4%
CCOc1ccc(C(=O)Oc2cc(C)[nH]c(=O)c2[N+](=O)[O-])cc1	0	-12%	-0.2%	0%	-5	-2	5	0%	1%	3%	nt
Cc1ccc(-c2csc3ncnc(Sc4nnc(CN5CCCCCC5=O)o4)c23)cc1	-2	0%	0.2%	0%	3	-2	-11	1%	-6%	?	2%
CCc1nc2c(cnn2-c2ccc(Cl)cc2)c(=O)n1-c1ccc2c(c1)OCCO2	-14	8%	-0.9%	0%	4	8	0	-8%	3%	0%	-1%
Cc1noc(C)c1C(=O)Nc1nccs1	-8	-4%	-0.4%	0%	nt	-3	-25	8%	-1%	0%	-1%
Cc1nc(NC(=O)CSc2nnnn2C)sc1C	14	-5%	0.3%	3%	-4	-18	0	-3%	1%	5%	0%
COc1ccc(CCCc2nnc(SCC(=O)Nc3ccc(C)c(C)c3)o2)cc1	5	0%	0.3%	3%	3	14	-3	-9%	-4%	4%	2%
Cc1ccc(OCC(=O)OCC(=O)c2ccccc2)cc1C	4	0%	-0.9%	2%	nt	-4	3	11%	2%	-1%	-1%
Cc1cccc(-n2cnc(C(=O)N/N=C\c3ccc(Br)cc3)c2)n1	-32	-4%	0.3%	1%	2	-6	13	13%	4%	?	-5%
O=C(CN1CCN(c2ccccc2F)CC1)NCc1ccccc1	-1	0%	-0.9%	1%	0	-4	5	-3%	0%	9%	0%
Cc1cc(OCC(=O)Nc2c(C)n(C)n(-c3ccccc3)c2=O)ccc1[N+](=O)[O-]	11	-2%	0.1%	3%	1	0	-9	0%	2%	0%	2%
COc1cc(/C=C/C(=O)N2CC(C)OC(C)C2)cc(OC)c1OC (stereo not given)	-4	1%	0.3%	1%	3	-3	10	8%	-1%	2%	0%
Cc1ccc(C(C)C)c(OCC(O)CN2CC(C)OC(C)C2)c1 (stereo not given)	-9	3%	-0.3%	-2%	1	-8	-9	-1%	7%	-4%	1%
CCOC(=O)c1ccc(NC(=O)N2CCN(c3cccc(OC)c3)CC2)cc1	-13	-1%	-0.5%	1%	0	-13	-11	-2%	-5%	-2%	-1%
CCN(CC)C(=O)c1sc(NC(=O)C(Sc2ccccc2)c2ccccc2)c(C(=O)OC(C)C)c1C (stereo not given)	3	-14%	-0.2%	-6%	-13	3	-2	-35%	-3%	-4%	0%
O=C(COC(=O)c1ccccc1SCC(=O)NC1CCCCC1)NC1CCCCC1	-6	-1%	-0.1%	2%	0	4	6	3%	-4%	3%	0%
CC1CCN(c2ccccc2N)CC1	-2	7%	0.2%	0%	0	-7	-9	8%	2%	0%	-3%
CC1(C)Cc2c(sc(NC(=O)c3ccco3)c2C#N)CO1	11	13%	-0.7%	1%	-6	-5	-26	-4%	-7%	?	1%
CCC1=C(OC(=O)N(CC)CC)N2C(=O)OC(=NCCc3c[nH]c4ccccc34)[C@]2(C)[C@H]2C1=CC[C@H]1C(=O)NC(=O)[C@H]12	9	-1%&-14%	-0.8%	-9%	0&-6	-12	3	-16%	25%	-6%	-2%
Cc1nc2cc(NC(=O)CS(=O)(=O)c3ccccc3)ccc2s1	-2	nt	4.9%	-2%	nt	2	1	-2%	0%	10%	nt
O=C(NCC(c1ccco1)N1CCN(c2ccc(F)cc2)CC1)OCc1ccccc1 (stereo not given)	-17	1%	-0.1%	0%	0	21	1	-5%	-8%	-21%	1%
Nc1ccc(-c2nc3ncccc3o2)cc1	6	2%	-0.2%	2%	1	1	-15	-2%	?	3%	4%
CCOc1cc2c(cc1OC)C(c1cccc([N+](=O)[O-])c1)NCC2 (stereo not given)	-1	2%	-0.1%	2%	1	nt	4	2%	-4%	-25%	-3%
COC(=O)[C@@H]1C[C@@]2(O)[C@H](O)[C@H](O)[C@H](O)C[C@H]2N1C/C=C/c1ccccc1	13	-6%&-3%	0.2%	-2%	1&1	-10	-9	-1%	0%	0%	5%
CC(=O)C1=C(O)CC(c2ccccc2)CC1=NCCc1ccccc1 (stereo not given)	17	-6%	-0.1%	0%	2	1	4	11%	nt	?	-1%
O=C(O)CCC(=O)N1CN2CN(C(=O)CCC(=O)O)CC([N+](=O)[O-])(C2)C1	7	0%	-0.5%	4%	4	-15	-4	12%	6%	-2%	7%
CC(C)c1ccc(S(=O)(=O)N2CCC3(CC2)OCCO3)cc1	-2	2%	0.4%	-2%	2	-10	-19	0%	3%	-1%	-3%
